Source: PubChem
M1 ag parental: M1 agonist counterscreen hit in parental CHO-K1 cells; actives 0.48% (n = 360,000); activation, % at 3 µM; Fluo-8 calcium fluorescence; scaled to maximal ATP response, vehicle zero; in the data active = activation above about 15%;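 note: untransfected CHO-K1 host cells lacking M1 receptor as counterscreen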
TAAR1 antag: human TAAR1 antagonism. Q96RJ0. CHO RD-HGA16 TAAR1, Fluo-8 calcium fluorescence, antagonist. inhibition, % at 3 µM. actives 1.5% (n = 360,000). AID 624466;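 active = inhibition above a per-plate cutoff, the mean inhibition of test compounds on that plate plus 3 SD, cut at about 49% in these data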;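 note: 0% = DMSO plus EC80 beta-PEA response and 100% = DMSO alone without agonist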
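Test system – hTAAR1-expressing CHO RD-HGA16 cells, Gα16-coupled · Also added – β-PEA at EC80 concentration, post-compound challenge · Compound – 3 µM, single point · Incubation – dye loading 75 min at 37 °C, then 30 min room temperature · Measured by – Fluo-8 intracellular calcium dye fluorescence, real-time kinetic reads · Benchmarks – vehicle and agonist controls · Replicates – singlicate, one well per test compound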
M1 ag: activates human CHRM1 receptor; P11229; CHO-K1 hM1, Fluo-8 calcium fluorescence, agonist mode; 0% DMSO, 100% acetylcholine EC100; activation, % at 3 µM; actives 0.33% (n = 360,000); AID 588814;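 active = activation above the run's mean compound activation plus 3 SD, cut at about 16% in these data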;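 note: peak over basal fluorescence ratio within a 140 s kinetic read after compound addition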
Target sequence (P11229 whole entry, looked up): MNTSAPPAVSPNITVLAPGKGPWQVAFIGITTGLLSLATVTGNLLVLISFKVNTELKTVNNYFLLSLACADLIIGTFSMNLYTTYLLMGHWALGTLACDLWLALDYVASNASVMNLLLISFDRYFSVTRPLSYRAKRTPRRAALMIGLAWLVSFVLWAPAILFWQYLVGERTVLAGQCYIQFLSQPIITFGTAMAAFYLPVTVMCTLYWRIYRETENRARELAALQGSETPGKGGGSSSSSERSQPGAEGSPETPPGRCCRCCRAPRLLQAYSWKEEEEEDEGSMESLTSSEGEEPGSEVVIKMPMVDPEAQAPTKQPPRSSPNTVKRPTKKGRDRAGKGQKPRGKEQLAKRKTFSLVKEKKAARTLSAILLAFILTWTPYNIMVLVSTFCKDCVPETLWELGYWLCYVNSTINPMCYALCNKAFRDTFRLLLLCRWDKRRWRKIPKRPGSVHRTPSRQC
M1 PAM parental: M1 PAM counterscreen hit in parental CHO-K1 cells; activation, % at 3 µM; ATP EC20, Fluo-8 calcium fluorescence; 0% at ATP EC20, 100% at ATP max; actives 0.02% (n = 360,000);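 active = activation above the run cutoff, the mean activation of all test compounds plus 3 SD, cut at about 40% in these data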;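 note: peak over basal fluorescence ratio in a 140 s read after ATP addition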
OXTR potentiator: potentiates the human oxytocin receptor response | CHO-OTR cells, Fluo-8 calcium fluorescence, potentiator mode; 0% = oxytocin EC15, 100% = EC100 | activation, % at 3 µM | P30559 | actives 0.061% (n = 320,000) | AID 2445;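 active = activation above that plate's cutoff, the mean activation of tested compounds plus 3 SD, cut at about 6.6% in these data, passing the limit was not always enough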;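 note: 100% uses oxytocin at 75 nM as the full agonist control; some results filed as inactive read as strong as hits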
Target sequence (P30559 whole entry, looked up): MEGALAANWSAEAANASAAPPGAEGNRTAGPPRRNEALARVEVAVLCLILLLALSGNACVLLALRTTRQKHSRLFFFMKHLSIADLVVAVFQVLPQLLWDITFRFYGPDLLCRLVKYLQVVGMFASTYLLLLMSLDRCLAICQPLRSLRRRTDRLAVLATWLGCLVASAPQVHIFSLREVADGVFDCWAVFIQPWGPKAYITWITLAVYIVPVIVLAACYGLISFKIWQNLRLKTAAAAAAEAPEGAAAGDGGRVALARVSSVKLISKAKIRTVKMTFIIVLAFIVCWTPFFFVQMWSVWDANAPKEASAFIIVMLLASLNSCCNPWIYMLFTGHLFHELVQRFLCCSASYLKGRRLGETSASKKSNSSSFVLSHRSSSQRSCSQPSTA
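Assay system: CHO cell line stably expressing human OTR. Reagent: EC15 oxytocin agonist. Dosing: single dose, 3.0 µM nominal final compound concentration. Timing: compound 6 min at room temperature before oxytocin, 100 s read. Signal: kinetic Fluo-8 calcium fluorescence. Controls: oxytocin EC15 low and EC100 high.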
CHRM1 antagonist: blocks human M1 muscarinic receptor; P11229; CHO-K1 hM1, Fluo-8 calcium fluorescence, ACh EC80 antagonist; inhibition, % at 3 µM; actives 1.3% (n = 360,000);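 active = percent inhibition above its own plate's cutoff, namely the mean of that plate's compound wells plus 3 SD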;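 note: peak over basal fluorescence ratio during 140 s after agonist addition; 0% = ACh EC80 plus DMSO and 100% = DMSO alone without agonist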
CHO parental Ca: counter-screen: ATP calcium response change in parental CHO cells | parental CHO-K1, ATP-induced calcium, Fluo-8 fluorescence | inhibition, % at 5.6 µM | actives 0.63% (n = 330,000) | AID 463079;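 active = inhibition above that plate's mean sample inhibition plus 3 SD, cut at about 26% in these data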;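 note: 0% = ATP-challenged DMSO wells and 100% = DMSO wells without ATP; some compounds past the cut are filed as inactive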
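Measured by: calcium-sensitive Fluo-8 fluorescence / Test system: CHO parental line / Controls: ATP-challenged DMSO wells low, unchallenged DMSO wells high / Measure: % inhibition / Compound: single nominal dose of 5.6 µM per compound / Replicates: single well per compound, no replicates / Reagent: ATP as calcium-mobilizing challenge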
TAAR1 ag: agonists of human TAAR1; Q96RJ0; CHO RD-HGA16 TAAR1, Fluo-8 calcium fluorescence; vehicle wells 0%, saturating PEA agonist 100%; activation, % at 3 µM; actives 0.99% (n = 360,000); AID 624467;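 active = activation above the mean activation of all test compounds in the run plus 3 SD, cut at about 38% in these data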
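System: CHO-derived RD-HGA16 cells with stable Gα16 and human TAAR1. Times: 17-24 h plating, Fluo-8 75 min 37 °C, 30 min RT. Measured by: calcium-sensitive Fluo-8 signal, excitation 470-495, emission 515-575 nm. Read-out basis: % activation relative to PEA EC100 response. Control set: DMSO and PEA EC100. Repeats: no replicates (n 1).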
CHO-K1 Ca antag: M1 antagonist counterscreen hit in parental CHO-K1 cells. ATP-induced calcium, Fluo-8 fluorescence. inhibition, % at 3 µM. actives 0.6% (n = 360,000). AID 602250;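 active = inhibition above a per-plate cutoff, the plate's mean sample inhibition plus 3 SD, cut at about 24% in these data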;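 note: 0% = DMSO plus EC80 ATP and 100% = DMSO alone without ATP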
Active calls of the source: *; / = no result given. Not a hit list; any-hit rate near 4.2%.

SMILES	M1 ag parental	TAAR1 antag	M1 ag	M1 PAM parental	OXTR potentiator	CHRM1 antagonist	CHO parental Ca	TAAR1 ag	CHO-K1 Ca antag
O=[N+]([O-])c1ccc(OS(=O)(=O)Cc2ccccc2)cc1	-0.4	0	-9	2	-5	11	-6	3	12
CCc1ccc(C(=O)NNC(=O)CCc2nc3ccccc3c(=O)[nH]2)cc1	0.6	-5	-3	15	1	-18	-10	2	-8
CN(CC(=O)Nc1ccccc1C(F)(F)F)C(=O)CCc1nc2sc3c(c2c(=O)[nH]1)CCCC3	1.1	-1	1	19	1	-6	-15	0	-4
COc1cccc(CNCc2cc(OC)cc(OC)c2)c1	3.9	-3	-3	13	-6	-15	-10	3	-3
C=CCSc1nc2c(cnn2-c2ccccc2)c(=O)n1N	1.8	-22	2	5	-2	-10	-16	1	-7
CC1CCCN(Cc2nc3c(c(=O)n(C)c(=O)n3C)n2CCCc2ccccc2)C1 (stereo not given)	0.9	28	-2	-3	-6	3	-27	13	8
CC(C)CCOc1ccc(C2=NNC(=O)CC2)cc1	-0.2	7	-4	0	-8	-10	-5	16	-10
O=C(NNC(=S)NCCc1ccccc1)c1ccc(Br)s1	5.1	18	-8	10	-16	2	-13	10	14
CCOC(=O)N1CCC(N2CCCC(C(=O)c3ccccc3OC)C2)CC1 (stereo not given)	1.7	-13	-4	25	-3	-6	-17	2	-17
Cc1ccc(NC(=O)CN(C)C(=O)COC(=O)CNS(=O)(=O)c2ccc(Br)cc2Cl)cc1	4.2	-20	0	7	-3	-5	-10	1	-6
CC(C)(C)CC(=O)NCCCCCCNC(=O)CC(C)(C)C	1.5	5	-5	17	-2	-7	-2	-1	-15
CC1(C)N=C(SCC(=O)Nc2ccc(Cl)cc2)C(c2ccc(Cl)cc2)=N1	1.2	68*	0	7	-13	0	-8	7	-7

Reformatted: results already given
SMILES | M1 ag parental | TAAR1 antag | M1 ag | M1 PAM parental | OXTR potentiator | CHRM1 antagonist | CHO parental Ca | TAAR1 ag | CHO-K1 Ca antag
O=[N+]([O-])c1ccc(OS(=O)(=O)Cc2ccccc2)cc1 | -0.4 | 0 | -9 | 2 | -5 | 11 | -6 | 3 | 12
CCc1ccc(C(=O)NNC(=O)CCc2nc3ccccc3c(=O)[nH]2)cc1 | 0.6 | -5 | -3 | 15 | 1 | -18 | -10 | 2 | -8
CN(CC(=O)Nc1ccccc1C(F)(F)F)C(=O)CCc1nc2sc3c(c2c(=O)[nH]1)CCCC3 | 1.1 | -1 | 1 | 19 | 1 | -6 | -15 | 0 | -4
COc1cccc(CNCc2cc(OC)cc(OC)c2)c1 | 3.9 | -3 | -3 | 13 | -6 | -15 | -10 | 3 | -3
C=CCSc1nc2c(cnn2-c2ccccc2)c(=O)n1N | 1.8 | -22 | 2 | 5 | -2 | -10 | -16 | 1 | -7
CC1CCCN(Cc2nc3c(c(=O)n(C)c(=O)n3C)n2CCCc2ccccc2)C1 (stereo not given) | 0.9 | 28 | -2 | -3 | -6 | 3 | -27 | 13 | 8
CC(C)CCOc1ccc(C2=NNC(=O)CC2)cc1 | -0.2 | 7 | -4 | 0 | -8 | -10 | -5 | 16 | -10
O=C(NNC(=S)NCCc1ccccc1)c1ccc(Br)s1 | 5.1 | 18 | -8 | 10 | -16 | 2 | -13 | 10 | 14
CCOC(=O)N1CCC(N2CCCC(C(=O)c3ccccc3OC)C2)CC1 (stereo not given) | 1.7 | -13 | -4 | 25 | -3 | -6 | -17 | 2 | -17
Cc1ccc(NC(=O)CN(C)C(=O)COC(=O)CNS(=O)(=O)c2ccc(Br)cc2Cl)cc1 | 4.2 | -20 | 0 | 7 | -3 | -5 | -10 | 1 | -6
CC(C)(C)CC(=O)NCCCCCCNC(=O)CC(C)(C)C | 1.5 | 5 | -5 | 17 | -2 | -7 | -2 | -1 | -15

More structures.
SMILES	M1 ag parental	TAAR1 antag	M1 ag	M1 PAM parental	OXTR potentiator	CHRM1 antagonist	CHO parental Ca	TAAR1 ag	CHO-K1 Ca antag
C=CS(=O)(=O)N(Cc1ccccc1Br)[C@H](CO)Cc1ccccc1	6.7	15	-5	12	/	10	/	22	-7
O=C1CNc2ccc(C(=O)N3CCN(c4ccccn4)CC3)cc2N1	1.8	-1	-1	11	-6	-9	-6	2	-17
COc1ccc(-c2cn3cccnc3n2)cc1NC(=O)C(C)Oc1ccccc1 (stereo not given)	2.3	-20	0	3	-7	-14	-27	7	-15
CC(C)OC(=O)CSc1nnc(-c2ccccn2)n1-c1ccccc1	0.1	-4	-3	15	-13	-4	-7	1	-7
COCOc1ccc(C2CC(=O)c3c(OCOC)cc(OCOC)cc3O2)cc1 (stereo not given)	2.6	7	-2	-5	-2	-8	-12	0	-5
O=C(N1CCCCC1)N1CCN(S(=O)(=O)c2ccccc2)CC1	1.6	7	-2	7	0	-9	-5	7	-16
CC1=NN(c2ccccc2C(=O)O)C(=O)C1N=Nc1ccccc1 (stereo not given)	-0.6	-102	3	2	-10	-22	1	1	1
O=C(c1ccccc1)N1CCN(C2c3cccc4cccc(c34)C2NS(=O)(=O)c2ccccc2)CC1 (stereo not given)	3.7	20	-5	9	-4	-1	-14	13	2
CCOc1ccc(NC(=O)CCC(=O)Nc2cc(OC)c(NC(=O)c3ccco3)cc2OC)cc1	-0.3	-10	-3	-7	-17	-13	-25	-2	-7
C=CCSC1=N/C(=C\c2cccnc2)C(=O)N1c1ccc(OC)cc1	0.9	8	-8	7	-5	-14	-22	6	-1
COc1ccccc1Cc1c(-c2ccc(F)cc2)nc2ccc(Cl)cn12	0.6	13	-3	10	/	-26	/	-1	-17
COC(=O)CCC(=O)c1oc2ccc(Br)cc2c1N	-0.6	-2	-4	19	-10	8	-14	6	7
CN(C)CCCN(C(=O)c1ccc2c(c1)CCCC2)c1nc2cc3c(cc2s1)OCO3	0.9	-7	-4	6	-12	-16	-1	41*	0
COCCn1c(SCC(=O)Nc2cccc(C)c2)nnc1C(C)C	-0.6	5	0	5	-2	-3	-12	11	-7
Cc1ccc(C2CC(=O)C=C(O)C2)cc1 (stereo not given)	2.5	/	-4	3	-8	7	-16	/	8
CSCCCNC(=O)c1ccc(OC2CCN(C(=O)c3cccnc3)CC2)cc1	1.2	-35	-3	16	0	-24	0	1	-14
Cc1ccc2nsnc2c1S(=O)(=O)N1CCN(C)CC1	1.2	18	-4	5	-9	-4	-2	-3	-8
CN(C)CCN(C)C1CN(Cc2ccccc2)S(=O)(=O)C1 (stereo not given)	0.3	-1	-11	-1	/	-2	/	-1	3
COc1ccc(OC)c(NC(=O)C2C3C=CC(C3)C2C(=O)NCc2cccnc2)c1 (stereo not given)	0.4	0	-6	18	-5	4	-22	4	-8
O=C(CCNS(=O)(=O)c1cccc2nonc12)NC1CCCc2ccccc21 (stereo not given)	1.7	-12	-2	5	-9	0	-16	18	-2
Cc1ccc(NC(=O)NC2=NN(c3ccccc3)C(=O)/C2=C2/CCCN2C)cc1	-0.3	-7	-4	-4	-19	-16	-12	3	-3
N#CCCn1cc(C(=O)Nc2ccc([N+](=O)[O-])cc2)c(-c2cc3ccccc3o2)n1	8.0	23	-2	11	-13	7	-8	14	2
CN(C(=O)COC(=O)c1cccnc1Nc1ccccc1F)C1CCS(=O)(=O)C1 (stereo not given)	0.1	0	-8	-2	-6	-1	4	2	-2
N#Cc1ccsc1NC(=O)COC(=O)CCS(=O)(=O)c1ccccc1	1.5	-29	1	3	-2	-3	-5	3	-10
CN(C)c1ccc(NC(=O)c2ccc3c(c2)nnn3C)cc1	1.2	-11	-5	5	6	-9	-2	-1	-10
Cc1ccc(-c2nc3c(c(=O)[nH]c(=O)n3Cc3ccccc3)n2Cc2ccccc2)o1	3.8	-17	-3	5	/	17	/	1	6
COc1ccc(S(=O)(=O)NCCc2ccccc2)cc1OC	0.2	14	0	2	-2	-10	-14	3	-1
COc1cc(C2CC(c3cccs3)=NN2C(=O)CCl)ccc1OC(F)F (stereo not given)	0.8	-9	-5	22	0	-5	-23	-2	-15
N#CC(C#N)c1ccnc2ccccc12	6.5	2	1	16	/	-4	/	7	-12
CC1(C)CC2(CC(c3ccc(F)cc3)c3ccc(O)cc3O2)NC(=S)N1 (stereo not given)	0.5	-7	-2	-16	3	-4	-11	3	6
Cc1nn(C)c(C)c1S(=O)(=O)N(CC(=O)Nc1nccs1)c1ccc(C(C)C)cc1	0.6	4	-4	-7	-7	-14	-21	0	4
CCOC(=O)[C@@H]1[C@H]2COc3ccc(Br)cc3[C@@H]2N2C(=O)N(c3cccc(F)c3)C(=O)[C@]12C	0.1	-6	-4	9	0	-10	-26	15	-10
O=C(C1COc2ccccc2O1)N1CCCC1 (stereo not given)	0.1	-4	-6	19	4	-8	14	1	-6
CC(=O)N1CCN(C(=O)C(Cc2c[nH]c3ccccc23)NC(=O)c2ccccc2Cl)CC1 (stereo not given)	0.2	7	-1	21	15*	-7	3	0	-10
O=C1C=C(c2cccc(Cl)c2O)C[C@@H](c2ccc(Cl)cc2)C1	2.9	15	-4	12	-3	6	-18	0	-10
Cc1cc(C)cc(C(=O)NC(CC(N)=O)c2ccc(NCCN3CCOCC3)c([N+](=O)[O-])c2)c1 (stereo not given)	-0.8	-8	2	3	0	-18	-4	8	-10
O=C(CCN1C(=O)C2C3C=CC(C4CC34)C2C1=O)OCC(=O)c1ccccc1 (stereo not given)	3.0	-16	-3	-14	-9	-7	-10	3	-1
CCN(Cc1ccccc1)C(=O)CSc1n[nH]c(N)n1	-0.2	-15	-3	-16	-5	5	2	9	18
O=c1[nH]nc(Cc2ccc(Cl)cc2Cl)c2ccccc12	0.4	18	-1	7	-6	0	-1	24	-2
